Source: PubChem BioAssay
TDP-43 yeast inh = TDP-43 toxicity inhibition in yeast | TDP-43 expressing yeast growth rescue, BacTiter-Glo, 24 h | Potency, µM (highest dose often 46.1 µM), for inactives: at the highest dose growth rescue (activation), most hits filed as activators | 410,000 compounds, 1.8% hits; also: % of control where 0% means no effect; nearly all actives have a fitted effect of over 50% in size
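Readout is BacTiter-Glo luminescence of cell growth, so inhibitors register as activators. TDP-43-expressing yeast at OD600=0.02 in galactose medium, after raffinose pregrowth to mid-log, were incubated with compound for 24 hr at 30 deg C.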
FUS yeast rescue = suppressors of FUS proteinopathy in yeast. S. cerevisiae FUS-expressing, growth rescue, OD600, 24 h. Potency, µM (highest dose often 76.6 µM), inactives show at the top dose growth rescue (activation), hits mostly activators. 390,000 compounds, 0.24% hits;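 also: plate controls were DMSO vehicle for no effect and reference control for full effect; nearly all actives have a fitted effect of over 55% in size; some results filed as inactive show a strong effect at the top dose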
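Toxicity suppression screen in FUS-yeast. Cells induced with 2% galactose, starting OD 0.005, treated 24hr at 30C with compounds at multiple final concentrations; growth by OD600.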
EPAC1 agonist = agonists of human EPAC1. 360,000 compounds, 0.073% hits. O95398. EPAC1 agonist qHTS, biochemical assay; response scale: 100% = response to 6.5 mM cAMP. Potency, µM (series often up to 154 µM), inactives show at the top dose activation, most hits filed as activators; also: nearly all actives have a fitted effect of over 60% in size
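Compounds were pinned as a concentration titration into mixtures of EPAC1 (100 nM), BODIPY-GDP-loaded Rap1B (250 nM) and GDP (50 uM). After 5 min at room temperature, fluorescence was followed for 30 min; activity was scaled to 6.5 mM cAMP.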
aSyn yeast inh = inhibitors of alpha-synuclein toxicity in yeast; Yeast expressing alpha-synuclein, growth rescue, BacTiter-Glo, 24 h; Potency, µM (titrated, usually from 46.1 µM), without a hit: top-dose growth rescue (activation), usual class: activators; 370,000 compounds, 0.14% hits; also: % of control where 0% means no effect; nearly all actives have a fitted effect of over 65% in size
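Screening used galactose-induced yeast with toxic alpha-synuclein levels, exposed to compound for 24 hr at 30 deg C. Cell growth, read with BacTiter-Glo luminescence, gave the measured signal.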
EPAC2 antag = antagonists of human EPAC2; 360,000 compounds, 0.18% hits; Q8WZA2; Potency, µM (series often up to 114 µM), for inactives: top-dose activity, negative = inhibition, actives largely listed as inhibitors; EPAC2 GEF exchange of Rap1B-BODIPY-GDP, fluorescence; also: % is scaled to controls: 0 for no effect and ±100 for the full control effect; nearly all actives have a fitted effect of over 45% in size; many of its hits are not listed in these tables
Target sequence (Q8WZA2 whole entry, looked up): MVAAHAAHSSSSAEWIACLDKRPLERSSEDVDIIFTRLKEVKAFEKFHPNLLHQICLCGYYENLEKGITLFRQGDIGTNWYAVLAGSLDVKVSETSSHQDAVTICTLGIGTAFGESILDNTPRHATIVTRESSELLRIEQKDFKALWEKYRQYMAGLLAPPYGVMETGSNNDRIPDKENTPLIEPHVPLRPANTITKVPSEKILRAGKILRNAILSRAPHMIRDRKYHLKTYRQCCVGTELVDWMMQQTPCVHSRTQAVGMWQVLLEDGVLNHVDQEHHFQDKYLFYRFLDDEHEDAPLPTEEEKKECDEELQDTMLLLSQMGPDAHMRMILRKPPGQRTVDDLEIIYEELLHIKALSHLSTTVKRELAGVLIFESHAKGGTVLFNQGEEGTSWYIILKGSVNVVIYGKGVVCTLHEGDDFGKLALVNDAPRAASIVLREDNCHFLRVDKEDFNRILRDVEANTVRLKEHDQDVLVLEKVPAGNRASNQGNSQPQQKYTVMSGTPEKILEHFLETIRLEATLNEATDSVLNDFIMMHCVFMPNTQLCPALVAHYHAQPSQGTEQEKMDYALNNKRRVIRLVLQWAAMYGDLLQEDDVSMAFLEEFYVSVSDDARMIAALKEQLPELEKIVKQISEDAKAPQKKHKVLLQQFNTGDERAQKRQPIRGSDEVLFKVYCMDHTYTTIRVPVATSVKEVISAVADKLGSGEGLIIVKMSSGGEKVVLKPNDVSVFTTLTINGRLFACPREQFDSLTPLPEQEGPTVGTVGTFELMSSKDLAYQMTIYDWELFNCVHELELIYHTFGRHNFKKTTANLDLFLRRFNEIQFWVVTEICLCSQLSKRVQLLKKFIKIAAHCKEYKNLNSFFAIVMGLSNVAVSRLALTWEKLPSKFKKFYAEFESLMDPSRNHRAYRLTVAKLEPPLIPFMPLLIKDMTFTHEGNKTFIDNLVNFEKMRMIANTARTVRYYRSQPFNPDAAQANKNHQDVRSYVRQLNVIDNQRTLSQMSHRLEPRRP
EPAC2 agonist = EPAC2 (human) agonism | 360,000 compounds, 0.079% hits | Potency, µM (titrated, usually from 154 µM), without a hit: at the highest dose activation, hits mostly activators | AID 720711 | Q8WZA2 | EPAC2 activation, biochemical qHTS; response scale: 100% = 6.5 mM cAMP response; also: nearly all actives have a fitted effect of over 50% in size
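Setup: EPAC2 100 nM, labeled Rap1B complex 250 nM, free GDP 50 uM. Compound titrations pinned in, brief spin, 5 min room temperature incubation. Kinetic fluorescence read over 30 min, normalized to 6.5 mM cAMP.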
EPAC1 antagonist = EPAC1 (human) antagonism. O95398. EPAC1 GEF assay, Rap1b-BODIPY-GDP exchange fluorescence. Potency, µM (highest dose often 115 µM), for inactives: top-dose activity change, negative = inhibition, most hits filed as inhibitors. 360,000 compounds, 0.14% hits. AID 720709;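 also: plate controls were vehicle for no effect and positive control for full effect; nearly all actives have a fitted effect of over 50% in size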
PTHR1 ag = PTHR1 (human) receptor agonism | Q03431 | HEK293 GP2 PTHR1 cells, GloSensor cAMP luminescence, 1 h | Potency, µM (doses to about 115 µM), without a hit: at the top dose activation, hits mostly activators | 410,000 compounds, 0.075% hits | AID 743266; also: nearly all actives have a fitted effect of over 55% in size; some results filed as inactive show a strong effect at the top dose; inactives centre near -15; many of its hits are not listed in these tables
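HEK-293-derived GP2 cells expressing PTHR1 and a GloSensor cAMP reporter, 3,000/well, plated overnight, given luciferin plus IBMX (each 0.5 mM as added) for 1 h at 37 °C, then compound for 1 h at 37 °C. Luminescence was read after 15 min at room temperature.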
* hit, by the source's call; i = inactive; ? = inconclusive; · = not tested or not shown; & = joins results of further samples; [ ] = dose if it differs, or a comment. Calls follow the shape of the dose curve; as a rule, active = well fitted curve in the direction sought with a large enough effect; inconclusive = small, poorly fitted or top-dose-only effect, or another doubt; inactive = no such curve, though single readings can be large; an effect the other way counts as inactive or inconclusive. Potency is read from the fitted curve at half-maximal effect. This is a subset, so the mix of outcomes need not match the whole.

SMILES | TDP-43 yeast inh | FUS yeast rescue | EPAC1 agonist | aSyn yeast inh | EPAC2 antag | EPAC2 agonist | EPAC1 antagonist | PTHR1 ag
CCN(CC(=O)Nc1c(F)cccc1F)C(=O)COc1ccc2c(C)cc(=O)oc2c1 | -16% | 16% | -2% | -1% | -24% | 3% | -29% | -22%
Cc1cccc2cc3c(N)c(C(=O)N4CCc5ccccc54)sc3nc12 | 18% | 1% | 11% | 5% | 9% | 30% | 7% | i
COc1ccc2nc(N3CCOCC3)cc(C)c2c1 | -2% | -7% | -1% | 0% | -2% | 2% | -8% | i
COc1ccc(CC(O)CO)cc1OCc1ccccc1 (stereo not drawn) | 7% | -27% | 10% | 2% | -7% | 16% | 6% | i
O=C(c1ccc2c(c1)N(Cc1ccccc1F)C(=O)c1ccccc1S2(=O)=O)N1CCCC1 | 15%&9% | 21%&36% | 2% | 0% | -4% | 3% | -10% | -23%&-21%
CC1CCN(C(=O)COC(=O)c2n[nH]c3ccccc23)CC1 | -18% | -4% | -4% | -11% | 14%[57.1 µM] | 0% | -4% | -6%[57.5 µM]
CC1(c2ccc(Cl)cc2)NC(=O)N(CC(=O)NCCC2=CCCCC2)C1=O (stereo not drawn) | -5% | -25% | -11% | 7% | -2% | -7% | 16% | -50%
CCOc1ccccc1/C=C/c1onc(C)c1S(=O)(=O)N1CCC(C(=O)NC)CC1 | 5% | -16% | 3% | 4% | 2% | 3% | ? | i
Clc1ccccc1CSc1snnc1-c1ccccc1 | 25% | 11% | 23% | -3% | -6% | -4% | -22% | i
O=C(O)C(Cc1ccccc1)NC(=O)C(c1ccccc1)c1ccccc1 (stereo not drawn) | -9% | 15% | 2% | -3% | 2% | -3% | 12% | -18%
CCOC(=O)C1=NNC2C(=O)N(Cc3ccccc3)C(=O)C12 (stereo not drawn) | -5% | -1% | 1% | -2% | 1% | 3% | -7% | i
CCN(CC)C(=O)[C@H]1C[C@H](CC(=O)NCCCn2ccnc2)C(=O)N2CCc3c([nH]c4ccc(Cl)cc34)[C@]12C | 8% | 8% | -11% | 7% | 4% | 4% | 3% | i
O=C(N/N=C/c1ccccc1O)c1cc[n+]([O-])cc1 | -25% | 22% | -1% | -2% | 4% | 11% | -25% | -59%[inhibitor]
CN(C)c1ccc(N=Nc2ccccc2Br)cc1 | 17% | -5% | -16% | -16% | -14% | 8% | -30% | -86%[inhibitor]
CC1(C)CC(=O)C(/C=N/c2ncccc2C(=O)O)=C(O)C1 | 19% | 7% | -6% | · | 5% | -1% | 12% | -10%
CC(Oc1ccccc1F)c1nnc(SCC(=O)NCc2ccc3c(c2)OCO3)o1 (stereo not drawn) | 25% | 26% | 10% | 0% | -2% | 5% | 7% | -9%
CCN(CC)C(=O)C1CCCN(Cc2cccc(F)c2)C1 (stereo not drawn) | -18% | 7% | -1% | -1% | 4% | -14% | 11% | -8%[57.5 µM]
COC(=O)c1ccc(NC(=O)c2ccccc2N(C)S(=O)(=O)c2ccccc2)cc1 | -18% | -9% | 11% | -3% | -1% | 12% | -29% | i
CCOc1ccc2[nH]cc(C(=O)NCCCN3CCOCC3)c(=O)c2c1 | 3% | 11% | -6% | -1% | 1% | -6% | -8% | -23%
CNC(=O)NC(=S)NC(=O)c1ccc(OC)cc1 | 0% | 4% | 1% | 6% | 6% | 8% | 10% | i
COc1cc(OC)c(NC(=O)CN(C)S(=O)(=O)c2ccc3[nH]c(=O)oc3c2)cc1Cl | 20% | -16% | -1% | 3% | 4% | -10% | -6% | i
COc1ccc(-n2c(COc3cccc(C)c3)nnc2SCC(=O)O)cc1 | · | ? | 3% | 7% | -1% | 8% | -12% | -10%
CC(C)CCC(CC(C)O)c1n[nH]c(=S)n1-c1ccccc1 (stereo not drawn) | 15% | -6% | -16% | 0% | 6% | -8% | 9% | i
CCN(CC)/C(=N/O)NC(=O)NS(=O)(=O)c1ccc(C)cc1 | -1% | -18% | -6% | 8% | -6% | 2% | -14% | -2%
COc1ccc(-c2csc(/C(C#N)=C/Nc3cc4oc5ccccc5c4cc3OC)n2)cc1 | -1% | 14% | 2% | 1% | 5% | -2% | -10% | i
O=S1(=O)CCOC[C@H](Cc2ccccc2)N1Cc1ccccc1Br | 11% | 22% | 6% | 5% | ? | 10% | -2% | -31%[inhibitor]
Cc1cccc(NC(=O)COc2ccccc2)c1 | -14% | 16% | -1% | -4% | 8% | -4% | 9% | i
CCC(=O)Nc1ccc(S(=O)(=O)N2CCc3ccccc32)cc1 | 25% | 17% | 14% | 6% | -11% | 13% | 2% | -5%
Cc1[nH]c(=O)c(C#N)c2c1CSC(C)(C)C2 | -14% | 10% | 6% | -8% | -1% | 4% | -9% | i
COc1ccccc1NC(=O)c1ccc(NC(=O)CN2CCCC2)cc1 | -14% | -16% | 0% | -6% | 0% | 6% | -1% | -25%

In another format: entries from further up
CNC(=O)NC(=S)NC(=O)c1ccc(OC)cc1
  TDP-43 yeast inh: 0% | FUS yeast rescue: 4% | EPAC1 agonist: 1% | aSyn yeast inh: 6% | EPAC2 antag: 6% | EPAC2 agonist: 8% | EPAC1 antagonist: 10% | PTHR1 ag: i
COC(=O)c1ccc(NC(=O)c2ccccc2N(C)S(=O)(=O)c2ccccc2)cc1
  TDP-43 yeast inh: -18% | FUS yeast rescue: -9% | EPAC1 agonist: 11% | aSyn yeast inh: -3% | EPAC2 antag: -1% | EPAC2 agonist: 12% | EPAC1 antagonist: -29% | PTHR1 ag: i
CCN(CC)C(=O)C1CCCN(Cc2cccc(F)c2)C1 (stereo not drawn)
  TDP-43 yeast inh: -18% | FUS yeast rescue: 7% | EPAC1 agonist: -1% | aSyn yeast inh: -1% | EPAC2 antag: 4% | EPAC2 agonist: -14% | EPAC1 antagonist: 11% | PTHR1 ag: -8%[57.5 µM]

Other records follow.
SMILES | TDP-43 yeast inh | FUS yeast rescue | EPAC1 agonist | aSyn yeast inh | EPAC2 antag | EPAC2 agonist | EPAC1 antagonist | PTHR1 ag
COc1cc(/C=N/N2C(=O)C3C4C=CC(CC4)C3C2=O)ccc1O (stereo not drawn) | -21% | 16% | 2% | -2% | -5% | 1% | 15% | i
O=C(COc1cccc(NC(=O)c2cccc([N+](=O)[O-])c2)c1)c1ccc(F)cc1 | 17% | 2% | 6% | -1% | 3% | 14% | -2% | -31%[inhibitor][57.5 µM]
O=C(CCC(=O)c1ccc(Cl)cc1)OCc1nc2ccsc2c(=O)[nH]1 | -9% | -12% | 4% | 4% | 0% | -1% | 11% | i
CC(=O)N1c2ccc(S(=O)(=O)N3CCC(C(=O)NC4CCCCC4C)CC3)cc2CC1C (stereo not drawn) | ? | 17% | 3% | 5% | 16% | -1% | -3% | -47%[inhibitor]
COc1ccc(C(c2sc3nc(C)nn3c2O)N2CCN(CCO)CC2)cc1OC (stereo not drawn) | 11% | -10% | -8% | 1% | -5% | -5% | -7% | -8%
COc1cccc(C(C(=O)NC(C)(C)C)N(C(=O)CCC(=O)Nc2cc(C)on2)c2ccc3c(c2)OCCO3)c1OC (stereo not drawn) | 19% | 35% | -6% | 2% | 2% | 3% | -9% | -8%
CN(Cc1ccccc1)C(=O)c1[nH]c(C(F)(F)F)nc1-c1ccccc1 | 11% | 3% | 1% | 0% | -17% | 2% | -5% | -6%
Cc1cc(-c2nn(-c3ccccc3)cc2/C=C2\SC(N)=NC2=O)ccc1OC(C)C | 16% | · | 4% | -2% | -7% | 5% | 5% | i
O=C1c2ccccc2-c2nc3ccccc3cc21 | -15% | 20% | 9% | 8% | 4% | 12% | -3% | -20%
Cc1c(Cl)cccc1N1CC(C(=O)Nc2nccs2)CC1=O (stereo not drawn) | 9% | 10% | 13% | 0% | -3% | 6% | -11% | -19%[57.5 µM]
CCCCNC(=S)N1CCN(c2nc3ccccc3s2)CC1 | 6% | -26% | -8% | -2% | -2% | 4% | -8% | -67%[inhibitor]
O=C(COC(=O)c1oc2ccccc2c1CSc1ccc(Cl)cc1)NC1CCCC1 | 3% | -9% | -3% | -3% | ? | 7% | -6% | -49%[inhibitor]
O=C(O)/C(=C\c1ccccc1OC(F)F)c1ccc(-c2ccccc2)cc1 | -28% | 11% | -6% | -11% | 1% | 9% | -20% | -15%
CCOc1ccc(NC(=O)c2c(N)n(C)c(=O)[nH]c2=O)cc1 | 0% | -21% | -18% | -5% | 13% | -3% | 4% | i
CN(CC(=O)NCCCN1CCOCC1)S(=O)(=O)c1ccc(Br)cc1 | 6% | 7% | -2% | 4% | 8% | -4% | 17% | i
COc1ccc(-c2cc(C#N)nc(N3CCN(C)CC3)n2)cc1 | -30% | -9% | 3% | -5% | 5% | 3% | -2% | i
COc1ccccc1CNC(=O)Cc1ccc(Br)cc1 | 16% | · | -2% | 15% | 0% | 17% | -13% | i
CN(C)c1ccc(SC#N)cc1 | 0% | -3% | 3% | -8% | 4% | 6% | -29% | i
O=C(O)C1NCCc2ccccc21 (stereo not drawn) | -22% | 18% | 3% | -6% | 4% | 1% | 1% | i
Cc1ccc(NC(=O)c2sc3nc(C)nc(N4CCN(c5ccccn5)CC4)c3c2C)c(C)c1 | 12% | 18% | 2% | -3% | -5% | 6% | -3% | -14%
Cc1c(Cc2c(Cl)cccc2Cl)c(=O)ccn1C(C)c1ccccc1 (stereo not drawn) | ? | 33% | 1% | 0% | 0% | 2% | -19% | -11%[57.5 µM]
Cc1ccc(C)c(NC(=S)N2CCN(c3cccc(C(F)(F)F)c3)CC2)c1 | 2% | 7% | -7% | 0% | 0% | -14% | 3% | -19%[57.5 µM]
CCOc1ccc(S(=O)(=O)NCCCN2CCOCC2)cc1 | -7% | -10% | 6% | -10% | 3% | 7% | 7% | i
Cc1cccc(CC(=O)c2c[nH]c3ccccc23)c1 | -1% | 29% | 3% | 8% | 8% | 10% | 5% | i
Cc1ccc(O)c([C@H](CCN(C(C)C)C(C)C)c2ccccc2)c1 | 6%&10% | -29%&-31%&12% | -6%&-3% | -1%&12% | -10%&2% | 8%&5% | 6%&-3% | -5%
c1ccc(NCc2ccncc2)cc1 | -1% | -18% | 2% | 6% | 14% | 21% | 9% | -32%
COC(=O)[C@@]1(Sc2ccc(C)cc2)CC(=O)N(C(=O)/C=C/c2ccccc2)[C@@H]1c1ccccc1 | 0% | 27% | 1% | 0% | -3% | 6% | -18% | -18%
CC(C)CNC(=O)c1ccccc1NC(=O)c1ccc(CN2CCOCC2)cc1 | -6% | 19% | 8% | -7% | -1% | 7% | 1% | -16%[57.5 µM]
COc1ccc(C(=O)NC2(C(F)(F)F)N=C3SCCN3C2=O)cc1 (stereo not drawn) | -9% | 4% | 6% | -6% | 0% | 8% | -1% | -61%[inhibitor][57.5 µM]
O=C(CSc1nnc(NC(=O)c2ccco2)s1)Nc1ccccc1F | -20% | 23% | -3% | -23% | 6% | -4% | -28% | -23%
